Screening data from PubChem BioAssay.
RGS4 inhibitor: human RGS4 inhibition; P49798; Transcreener GDP fluorescence polarization, RGS4-accelerated GTP hydrolysis; Potency, µM (series often up to 114 µM), inactives show top-dose activity change, negative = inhibition, most hits filed as inhibitors; hit rate 0.039% among 390,000; further: potency means the concentration at half of the fitted maximal effect; on the % scale 0 is the no-effect control and ±100 the full control effect; nearly all actives have a fitted effect of over 75% in size; some results filed as inactive show a strong effect at the top dose
Target sequence (P49798 whole entry, looked up): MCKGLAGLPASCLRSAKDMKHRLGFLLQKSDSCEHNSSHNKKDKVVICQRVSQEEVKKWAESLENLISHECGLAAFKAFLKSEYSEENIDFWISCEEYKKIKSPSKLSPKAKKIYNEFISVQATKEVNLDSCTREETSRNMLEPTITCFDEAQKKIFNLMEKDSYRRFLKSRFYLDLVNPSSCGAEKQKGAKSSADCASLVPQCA
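MLSMR compounds (23 nl, pin-transferred) preincubated 10 min at room temperature with a 500nM (2x) first reagent, then RGS4 at 900nM (2x) plus Transcreener GDP mix added; fluorescence polarization (620/688 nm) read before and after 90 min at 30 °C.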
G9a block: inhibitors of human histone lysine methyltransferase G9a; Potency, µM (titrated, usually from 102 µM), for inactives: at the top dose activity, negative = inhibition, most hits filed as inhibitors; AID 504332; hit rate 8.8% among 350,000; G9a H3K9 monomethylation, AlphaScreen, 2 h; Q96KQ7; further: potency means the concentration at half of the fitted maximal effect; on the % scale 0 is the no-effect control and ±100 the full control effect; nearly all actives have a fitted effect of over 75% in size
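Compounds were preincubated with 20 nM G9a for 15 min, after which biotinylated H3K9 peptide (500 nM) and SAM (20 uM) started a 2 h room-temperature reaction. Monomethylated product was quantified by antibody-based AlphaScreen chemiluminescence.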
GLS inhibitor: blocks human kidney-isoform glutaminase activity | Potency, µM (series often up to 45.5 µM), for the others: at the top dose activity change, negative = inhibition, most hits filed as inhibitors | O94925 | GLS enzymatic activity, qHTS titration | AID 624170 | hit rate 0.21% among 410,000; further: potency means the concentration at half of the fitted maximal effect; on the % scale 0 is the no-effect control and ±100 the full control effect
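hKGA in 45 mM KH2PO4 (pH 8.2), 0.02% Tween-20 with compound, then 1mM L-Glutamine (stock as added) plus glutamate oxidase/HRP/Amplex red coupling mix. Fluorescence read initially and after 30 min at RT; signal change reflects glutamate formation.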
12-LOX inh: ALOX12 (human) lipoxygenase inhibition; hit rate 1.1% among 580,000; P18054; Potency, µM (titrated, usually from 108 µM), for inactives: at the top dose activity change, negative = inhibition, most hits filed as inhibitors; purified 12hLO, xylenol orange hydroperoxide absorbance; further: potency means the concentration at half of the fitted maximal effect; on the % scale 0 is the no-effect control and ±100 the full control effect
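Purified human 12hLO at 150 nM in 25 mM Hepes, 0.01% Triton X-100, pH 7.0, preincubated 15 min at room temperature with compound. Reaction started with 40 uM arachidonic acid, 30 min at room temperature. Hydroperoxide measured by Fe-xylenol orange, 573/405 nm absorbance ratio.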
HP1b chromo inh: blocks HP1-beta chromodomain binding to methylated histone tails; P83916; AlphaScreen HP1-beta / biotin-H3K9me3 peptide binding; Potency, µM (highest dose often 114 µM), for inactives: at the highest dose activity change, negative = inhibition, hits mostly inhibitors; hit rate 0.56% among 390,000; AID 540317; further: potency means the concentration at half of the fitted maximal effect; nearly all actives have a fitted effect of over 70% in size; inactives centre near 23
Target sequence (P83916 whole entry, looked up): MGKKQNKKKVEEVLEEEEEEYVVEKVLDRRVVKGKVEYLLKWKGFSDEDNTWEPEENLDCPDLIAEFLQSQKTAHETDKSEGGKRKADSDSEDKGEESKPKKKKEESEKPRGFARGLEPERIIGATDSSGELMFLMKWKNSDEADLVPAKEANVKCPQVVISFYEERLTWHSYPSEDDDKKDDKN
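AlphaScreen: HP1-beta (50 nM) preformed 30 min with biotin-H3(1-18)K9me3 peptide (50 nM) in PBS pH 7.4, 0.01% Tween-20. Compound added for 30 min at RT, then streptavidin donor/nickel chelate acceptor beads (10 ug/mL) for 30 min.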
JMJD2A Tudor: JMJD2A Tudor domain (human) inhibition. hit rate 4.4% among 390,000. Potency, µM (doses to about 114 µM), inactives show at the highest dose activity change, negative = inhibition, actives largely listed as inhibitors. AlphaScreen JMJD2A-Tudor / H3K4me3 peptide binding. O75164; further: potency means the concentration at half of the fitted maximal effect; on the % scale 0 is the no-effect control and ±100 the full control effect; nearly all actives have a fitted effect of over 50% in size
PI4K2A inh: PI4K2A (human) kinase inhibition | Q9BTU6 | purified PI4K2A, ADP-Glo luminescence, 1 h; active compounds read low | activity change, negative = inhibition, % at 76.9 µM | hit rate 0.13% among 420,000; in the data active means activity change below about -50%; inconclusive means mostly about -30% to -49%;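 further: -100% = wells without enzyme as full effect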
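ADP-Glo luminescence measured ADP generated by PI4K2A enzyme (4 ug/mL before mixing) with 1.2 mM PI substrate (pre-mix) and 300 microM ATP (pre-mix). Tris pH7.5 buffer with MgCl2, Triton X-100; 1 h reaction at ambient temperature.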
ERG-DNA inh: blocks human ERG Ets domain binding to DNA; hit rate 0.028% among 370,000; P11308; Potency, µM (series often up to 76.9 µM), for inactives: top-dose FP activity, negative = inhibition, actives largely listed as inhibitors; AID 624246; fluorescence polarization, His-ERG Ets domain / labelled DNA; active means well fitted inhibition curve with a large enough effect in the polarisation, with a control signal flat; inconclusive means small, poorly fitted or top-dose-only effect, or effect the other way, or a change in a side signal; inactive means no such curve, though single readings can be large or run the other way; the % refers to the polarisation;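 further: polarization taken with two DNA probes labelled with fluorescein and Texas red; potency means the concentration at half of the fitted maximal effect; % of control where 0% means no effect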
Target sequence (P11308 whole entry, looked up, the tested form may be a part): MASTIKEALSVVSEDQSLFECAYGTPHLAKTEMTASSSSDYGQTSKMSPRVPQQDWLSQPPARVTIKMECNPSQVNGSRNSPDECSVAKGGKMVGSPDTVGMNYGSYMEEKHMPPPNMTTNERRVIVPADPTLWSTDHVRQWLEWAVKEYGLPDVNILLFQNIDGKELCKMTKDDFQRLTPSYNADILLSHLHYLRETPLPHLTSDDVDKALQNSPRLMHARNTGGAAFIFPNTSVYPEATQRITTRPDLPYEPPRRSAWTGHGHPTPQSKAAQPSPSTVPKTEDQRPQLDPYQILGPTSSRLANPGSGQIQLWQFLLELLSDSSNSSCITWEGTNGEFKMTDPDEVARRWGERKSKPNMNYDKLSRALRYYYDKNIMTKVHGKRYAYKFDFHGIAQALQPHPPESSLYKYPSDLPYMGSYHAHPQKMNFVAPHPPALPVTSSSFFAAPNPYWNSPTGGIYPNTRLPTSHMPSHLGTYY
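His-tagged ERG Ets domain (1 uM in the protein solution; 300mM KCl, 50mM Tris-HCl, 1mM EDTA, 1mM DTT, pH 7.5) received compound, then a probe mix of 5 nM fluorescein-DNA and 100nM Texas-615-DNA. Fluorescence polarization was read for both dyes.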
BAZ2B inh: inhibitors of human BAZ2B bromodomain | AlphaScreen BAZ2B-H3K14Ac peptide displacement | hit rate 4.4% among 360,000 | Q9UIF8 | Potency, µM (doses to about 114 µM), for inactives: at the top dose activity change, negative = inhibition, hits mostly inhibitors; further: potency means the concentration at half of the fitted maximal effect; on the % scale 0 is the no-effect control and ±100 the full control effect; nearly all actives have a fitted effect of over 60% in size
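BAZ2B 50 nM plus b-H3(5-23)K14Ac 50 nM, PBS pH 7.4/0.01% Tween-20, 30 min RT; compound added (max 110 uM), 30 min RT; streptavidin donor/Ni-chelate acceptor beads 10 ug/mL final, 20 min dark; AlphaScreen read.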
* marks the source's active call; other numbers are inactive results; ? = inconclusive; / = not tested or not shown; & = joins results of further samples; [ ] = another dose, or the depositor's remark. Unless noted, the call rests on the fitted dose curve; in most records, active means well fitted curve in the direction sought with a large enough effect; inconclusive means small, poorly fitted or top-dose-only effect, or another doubt; inactive means no such curve, though single readings can be large; an effect the other way counts as inactive or inconclusive. A portion of the library; count on the stated rates, not on these rows.

Start of the data: the first nine compounds as a preview:
SMILES | RGS4 inhibitor | G9a block | GLS inhibitor | 12-LOX inh | HP1b chromo inh | JMJD2A Tudor | PI4K2A inh | ERG-DNA inh | BAZ2B inh
CN(C)CCNC(=O)c1cccc2nc3cccc(F)c3nc12 | 8% | / | 10% | -24% | 19% | -11% | -5 | / | /
O=C(CSc1ccccc1)N1CCN(c2ccccn2)CC1 | 7% | -20% | 1% | 1% | -6% | ? | -7 | 12% | -15%
CN(CCO)c1nc2c(c(=O)n(Cc3ccc(Cl)cc3)c(=O)n2C)n1C | 4% | 21% | 8.9µM* | -3% | -3% | ? | 3 | -14% | 1%
COc1ccc2c(c1)NC(c1ccc(N(C)C)cc1)c1cccn1-2 (stereo unspecified) | -19% | 79µM* | -19% | ? | 102%[activator] | 21% | -1 | -1% | -3%
Cc1ccc(C(=O)COc2ccc3ccc(=O)oc3c2)cc1 | 19% | 1% | -2% | -26%&-4% | -3% | -13% | -1 | 5% | -5%
Cc1cc(C(=O)COC(=O)C2=COCCO2)c(C)n1-c1ccccc1 | 14% | / | -2% | -4% | ? | ? | -6 | 4% | /
O=C(Cc1cccs1)Nc1nc(-c2ccc(F)c(F)c2)cs1 | -6% | 8% | -6% | ? | 9% | -12% | -6 | 2% | -19%
O=C(c1ccncc1)N1CCN(S(=O)(=O)c2cccc(C(F)(F)F)c2)CC1 | 13% | 0%[12.7 µM] | -6% | 295%[activator] | 23% | -8% | 3 | 1% | -5%
NC(=O)C1CCN(C(=O)Cn2c(-c3cccs3)cc3ccccc32)CC1 | -13% | 12%[59 µM] | 12% | -23% | 13% | -1% | 0 | 1% | -2%

The whole of this part (from the top)
SMILES | RGS4 inhibitor | G9a block | GLS inhibitor | 12-LOX inh | HP1b chromo inh | JMJD2A Tudor | PI4K2A inh | ERG-DNA inh | BAZ2B inh
CN(C)CCNC(=O)c1cccc2nc3cccc(F)c3nc12 | 8% | / | 10% | -24% | 19% | -11% | -5 | / | /
O=C(CSc1ccccc1)N1CCN(c2ccccn2)CC1 | 7% | -20% | 1% | 1% | -6% | ? | -7 | 12% | -15%
CN(CCO)c1nc2c(c(=O)n(Cc3ccc(Cl)cc3)c(=O)n2C)n1C | 4% | 21% | 8.9µM* | -3% | -3% | ? | 3 | -14% | 1%
COc1ccc2c(c1)NC(c1ccc(N(C)C)cc1)c1cccn1-2 (stereo unspecified) | -19% | 79µM* | -19% | ? | 102%[activator] | 21% | -1 | -1% | -3%
Cc1ccc(C(=O)COc2ccc3ccc(=O)oc3c2)cc1 | 19% | 1% | -2% | -26%&-4% | -3% | -13% | -1 | 5% | -5%
Cc1cc(C(=O)COC(=O)C2=COCCO2)c(C)n1-c1ccccc1 | 14% | / | -2% | -4% | ? | ? | -6 | 4% | /
O=C(Cc1cccs1)Nc1nc(-c2ccc(F)c(F)c2)cs1 | -6% | 8% | -6% | ? | 9% | -12% | -6 | 2% | -19%
O=C(c1ccncc1)N1CCN(S(=O)(=O)c2cccc(C(F)(F)F)c2)CC1 | 13% | 0%[12.7 µM] | -6% | 295%[activator] | 23% | -8% | 3 | 1% | -5%
NC(=O)C1CCN(C(=O)Cn2c(-c3cccs3)cc3ccccc32)CC1 | -13% | 12%[59 µM] | 12% | -23% | 13% | -1% | 0 | 1% | -2%
O=C(/C=C/c1ccc(F)cc1)N1CC[C@@]2(O)CCCC[C@H]2C1 | -25% | 26%[59 µM] | -3% | 182%[activator] | 50%[activator] | -13% | 4 | 7% | -2%
C/C(=N\N1C(C)CCCC1C)c1ccccc1O (stereo unspecified) | 10%[56.9 µM] | 14% | -1% | 0% | 93%[activator] | 13% | -1 | 9% | -4%
Cc1ccccc1OCCn1cc(C(=O)c2ccco2)c2ccccc21 | 1% | -5%[59 µM] | -7% | -17% | 33% | -14% | 0 | 0% | -5%
Cc1ccccc1N(CC(=O)NCCSCc1ccccc1)S(C)(=O)=O | -2% | -2% | 6% | 38%[activator] | 26% | -10% | -1 | 3% | -16%
CCOc1ccc(CN2C(=O)c3ccccc3C2=O)cc1C(=O)N1CCC(C(N)=O)CC1 | 11% | / | 4% | -10% | 20% | -10% | 4 | -11% | -5%
CC1CCCCN1C(=O)C12CCC(C)(/C(=N/O)C1)C2(C)C (stereo unspecified) | 5% | -14%[59 µM] | -10% | -13% | 28% | -5% | 0 | -8% | 1%
Cc1ccc(C(=O)Nc2ccc(N3CCN(C(=O)c4cccs4)CC3)cc2)c(Cl)c1 | ? | -12% | -4% | -8% | 23% | 0% | 2 | -21% | -20%
O=C(Nc1nccs1)c1c(O)c2c([nH]c1=O)CCCC2 | 2% | / | 4% | -4% | 34% | -6% | 8 | 13% | 4%
Cc1ccc(NC(=O)CSc2nccn2Cc2ccco2)c(C)c1 | -20% | / | -2% | / | 16% | -2% | -2 | -1% | -38%
Cc1nnc2c3ccccc3nc(N3CCN(c4cccc(Cl)c4)CC3)n12 | 23% | ? | 0% | -28% | 14% | ? | 0 | 0% | ?
COc1cccc(C(=O)C2CN(c3ccccc3)CC2c2ccc(Cl)cc2)c1 (stereo unspecified) | 13% | -50%[12.7 µM] | 13% | -29% | 17% | -17% | 19 | -1% | ?
Nc1nc(C(F)(F)F)cc(=O)[nH]1 | -4% | 21%[59 µM] | -3% | -12% | 10% | -13% | 3 | 15% | 1%
Cc1nc(-c2nc(-c3c(C(=O)NNC(=O)Nc4cccc(Cl)c4)noc3C)cs2)cs1 | -26% | 7% | -11% | 266%[activator] | 14% | -10% | 1 | 1% | -1%
CCCC(=O)Nc1nnc(SCC(=O)Nc2nc(C)cs2)s1 | -39% | -3% | 0% | -23% | 17% | -1% | 0 | -5% | -5%
COc1ccc(CCNC(=O)c2ccccc2C(=O)NCCc2ccc(OC)cc2)cc1 | 20% | / | -11% | 28% | 17% | -13% | -4 | 1% | /
Cc1ccccc1C(=O)/C=C1/SCC(=O)N1C | -3% | -33% | 5% | -5% | 25% | -16% | -2 | 18% | -38%

Further compounds.
SMILES | RGS4 inhibitor | G9a block | GLS inhibitor | 12-LOX inh | HP1b chromo inh | JMJD2A Tudor | PI4K2A inh | ERG-DNA inh | BAZ2B inh
CC1(C)NC(=O)N(CCCOc2ccc3c(c2)CCC3)C1=O | -6% | 11%[12.7 µM] | -3% | -12% | 16% | -1% | 1 | -5% | -3%
Cn1ncc(Cl)c1C(=O)Nc1ccc(CN2CCCCC2)cc1 | 7% | 30% | -1% | 1% | 30% | -14% | -3 | -1% | -13%
CCN(CC)C(=O)C1CCCN(C/C=C/c2ccccc2)C1 (stereo unspecified) | -7% | 10µM* | -4% | -17% | ? | 4.5µM* | 4 | -14% | 56µM*
COc1ccc(OC)c(NC(=O)C2Cc3ccccc3CN2S(=O)(=O)c2ccc(F)cc2)c1 (stereo unspecified) | -7% | -32%[59 µM] | 1% | ? | 29% | -12% | -3 | 1% | -12%
Cc1cccc(/C(N)=N/OC(=O)c2cccs2)c1 | -32% | 43%[0.501 µM] | -6% | -19% | 89%[activator] | 21% | ? | -10% | 4%[57.1 µM]
COc1ccc(SCC(=O)Nc2ccc(N3CCN(C)CC3)c(F)c2)cc1 | -9% | -31% | 5% | -11% | 5% | -16% | 1 | 4% | -13%
CCc1cccc(NC(=O)CN(C)S(=O)(=O)c2ccc3c(c2)CCCN3C(C)=O)c1 | -43% | 1%[59 µM] | -1% | -6% | 25%[57 µM] | -1% | 4 | -1% | -2%
Cc1csc2nc(CNC(=O)CCC(=O)O)cn12 | -7% | 50µM* | 0% | ? | 29% | -20% | -1 | 8% | -1%
CCOc1ccccc1-n1c(C)nc2cc(C(=O)O)ccc21 | 11%&-10% | -29% | -21%&3% | -10%&-13% | 7%&47% | -12%&-5% | 0&3 | -6%&-6% | 0%&-14%
CCOC(=O)c1c(C2COc3ccccc3O2)csc1N (stereo unspecified) | 20% | 50µM* | 8% | ? | -16% | ? | 4 | -1% | ?
Cc1cccn2cc(CCNC(=O)Cc3cccs3)nc12 | -10% | 2% | 12% | 9% | 28% | -20% | 2 | 7% | -10%
COc1ccc(N2CCOCC2)c(NC(=O)c2cccc3ccccc23)c1 | 5% | / | 5% | 0% | 28% | -29% | 3 | 1% | 2%
Cc1ccc(S(=O)(=O)NCCC(=O)NCCc2ccc(S(N)(=O)=O)cc2)cc1C | 6% | / | 8% | 1% | 22% | -2% | 0 | 4% | /
NS(=O)(=O)c1ccc(CCNCc2ccccc2OCc2ccc(F)cc2)cc1 | -1% | 16% | -3% | 0% | 0% | -8% | 2 | -2% | -13%
CCOC(=O)c1[nH]c2ccccc2c1NC(=O)c1c(F)cccc1F | 25% | -10%[59 µM] | 7% | -9% | 28% | -1% | 1 | 1% | 0%
